Screens as filed in PubChem.
Pin1 inhibitor = qHTS Assay to Find Inhibitors of Pin1 | Pin1 FP peptide displacement, HiFluor488, 10 min | Potency, µM (doses to about 115 µM), without a hit: at the top dose activity, negative = inhibition, most hits filed as inhibitors | 390,000 tested, 0.009% active | AID 504891, 2011; active means well fitted inhibition curve with a large enough effect in the polarisation, with a control signal flat, not every such curve was filed as active; inconclusive means small, poorly fitted or top-dose-only effect, or effect the other way, or a change in a side signal; inactive means no such curve, though single readings can be large or run the other way; the % refers to the polarisation; further: on the % scale 0 is the no-effect control and ±100 the full control effect
Target sequence (Q13526 whole entry, looked up): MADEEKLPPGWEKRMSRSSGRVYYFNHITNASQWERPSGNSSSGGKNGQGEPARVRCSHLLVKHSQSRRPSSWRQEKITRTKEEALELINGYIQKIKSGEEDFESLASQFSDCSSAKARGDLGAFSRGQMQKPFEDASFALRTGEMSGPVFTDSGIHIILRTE
GLS inhibitor = qHTS for Inhibitors of Glutaminase (GLS). Glutaminase kidney isoform, mitochondrial (Homo sapiens), O94925. GLS enzymatic activity, qHTS titration. Potency, µM (top dose mostly 45.5 µM), for inactives: top-dose activity change, negative = inhibition, usual class: inhibitors. 410,000 tested, 0.21% active; further: on the % scale 0 is the no-effect control and ±100 the full control effect
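Read-out is an Amplex red fluorescence increase coupled through glutamate oxidase and HRP, measured before and after 30 min room-temperature incubation. hKGA is in 45 mM KH2PO4 (pH 8.2) with 0.02% Tween-20; glutamine added as 1mM solution.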
HP1b chromo inh = HTS for Inhibitors of HP1-beta Chromodomain Interactions with Methylated Histone Tails. Potency, µM (titrated, usually from 114 µM), for the others: at the highest dose activity change, negative = inhibition, most hits filed as inhibitors. 390,000 tested, 0.56% active. AlphaScreen HP1-beta / biotin-H3K9me3 peptide binding; further: nearly all actives have a fitted effect of over 70% in size; inactives centre near 23
Target sequence (P83916 whole entry, looked up): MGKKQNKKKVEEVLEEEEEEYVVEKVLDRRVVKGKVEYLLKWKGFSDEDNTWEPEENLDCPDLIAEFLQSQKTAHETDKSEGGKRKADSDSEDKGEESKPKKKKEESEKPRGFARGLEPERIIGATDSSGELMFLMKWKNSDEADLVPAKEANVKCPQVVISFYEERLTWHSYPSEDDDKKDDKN
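AlphaScreen: HP1-beta (50 nM) preformed 30 min with biotin-H3(1-18)K9me3 peptide (50 nM) in PBS pH 7.4, 0.01% Tween-20. Compound added for 30 min at RT, then streptavidin donor/nickel chelate acceptor beads (10 ug/mL) for 30 min.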
BLM inh = qHTS Assay for Inhibitors of Bloom's syndrome helicase (BLM); 350,000 tested, 0.2% active; Potency, µM (highest dose often 56.1 µM), for inactives: at the top dose activity change, negative = inhibition, usual class: inhibitors; RecQ-like DNA helicase BLM (Homo sapiens), P54132; recombinant BLM DNA unwinding, fluorescence dequenching; AID 2528, 2010;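 further: plate controls were vehicle for no effect and no enzyme for full effect; nearly all actives have a fitted effect of over 35% in size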
PGK inhibitor = qHTS Assay to Find Inhibitors of Phosphoglycerate Kinase; Potency, µM (series often up to 57.5 µM), for inactives: at the highest dose activity change, negative = inhibition, actives largely listed as inhibitors; AID 602233, 2012; PGK/GAPDH coupled, Kinase-Glo luminescence, 60 min; 380,000 tested, 0.043% active; further: on the % scale 0 is the no-effect control and ±100 the full control effect; nearly all actives have a fitted effect of over 60% in size
Target sequence (P07378 whole entry, looked up): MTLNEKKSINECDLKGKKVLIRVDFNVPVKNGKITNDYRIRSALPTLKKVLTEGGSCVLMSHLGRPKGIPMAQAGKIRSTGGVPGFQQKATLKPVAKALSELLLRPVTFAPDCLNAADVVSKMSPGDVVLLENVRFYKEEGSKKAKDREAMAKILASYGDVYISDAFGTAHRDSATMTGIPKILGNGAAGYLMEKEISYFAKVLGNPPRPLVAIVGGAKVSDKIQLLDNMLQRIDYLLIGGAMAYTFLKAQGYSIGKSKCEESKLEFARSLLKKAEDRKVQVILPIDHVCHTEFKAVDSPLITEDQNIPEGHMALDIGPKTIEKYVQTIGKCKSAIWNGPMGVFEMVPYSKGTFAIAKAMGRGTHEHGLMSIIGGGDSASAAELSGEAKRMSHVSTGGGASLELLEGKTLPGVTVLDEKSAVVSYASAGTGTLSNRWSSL
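Luminescent ATP detection (Kinase-Glo Plus) follows a 60-minute room-temperature incubation, with wells lacking PGK as controls. Buffer: 100 mM TEA (pH 7.6), 5 mM MgCl2, 0.01% Tween-20. Coupling enzyme GAPDH (100 nM final) supplies unstable 1,3-BPG in-well.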
JMJD2A Tudor inh = qHTS Assay for Inhibitors of JMJD2A-Tudor Domain; Potency, µM (titrated, usually from 114 µM), for inactives: at the highest dose activity change, negative = inhibition, hits mostly inhibitors; Lysine-specific demethylase 4A (Homo sapiens), O75164; AlphaScreen JMJD2A-Tudor / H3K4me3 peptide binding; AID 504339, 2011; 390,000 tested, 4.4% active; further: on the % scale 0 is the no-effect control and ±100 the full control effect; nearly all actives have a fitted effect of over 50% in size
BAZ2B block = qHTS Assay for Inhibitors of BAZ2B; Potency, µM (top dose mostly 114 µM), for inactives: at the top dose activity change, negative = inhibition, most hits filed as inhibitors; AlphaScreen BAZ2B-H3K14Ac peptide displacement; AID 504333, 2011; Bromodomain adjacent to zinc finger domain protein 2B (Homo sapiens), Q9UIF8; 360,000 tested, 4.4% active; further: on the % scale 0 is the no-effect control and ±100 the full control effect; nearly all actives have a fitted effect of over 60% in size
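BAZ2B 50 nM plus b-H3(5-23)K14Ac 50 nM, PBS pH 7.4/0.01% Tween-20, 30 min RT; compound added (max 110 uM), 30 min RT; streptavidin donor/Ni-chelate acceptor beads 10 ug/mL final, 20 min dark; AlphaScreen read.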
G9a inh = qHTS Assay for Inhibitors of Histone Lysine Methyltransferase G9a. G9a H3K9 monomethylation, AlphaScreen, 2 h. Potency, µM (highest dose often 102 µM), inactives show at the highest dose activity, negative = inhibition, usual class: inhibitors. 350,000 tested, 8.8% active. AID 504332, 2011; further: on the % scale 0 is the no-effect control and ±100 the full control effect; nearly all actives have a fitted effect of over 75% in size
Target sequence (Q96KQ7 913-1193 limits assumed): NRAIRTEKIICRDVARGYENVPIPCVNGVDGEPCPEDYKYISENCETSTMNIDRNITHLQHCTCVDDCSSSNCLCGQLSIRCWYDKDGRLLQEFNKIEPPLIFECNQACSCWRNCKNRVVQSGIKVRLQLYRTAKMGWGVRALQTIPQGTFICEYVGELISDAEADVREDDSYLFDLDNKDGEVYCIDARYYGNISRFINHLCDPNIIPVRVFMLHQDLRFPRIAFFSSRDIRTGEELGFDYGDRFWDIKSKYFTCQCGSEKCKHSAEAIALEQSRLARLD
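Chemiluminescent proximity detection of H3K9 monomethylation, read after 10 min bead incubation in the dark. Reaction: 20 nM G9a, 500 nM biotin-H3K9 peptide, 20 uM SAM cofactor, 2 h, room temperature, following 15 min enzyme-compound preincubation.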
Pol iota inh = qHTS for Inhibitors of Polymerase Iota; DNA polymerase iota (Homo sapiens), Q9UNA4; Potency, µM (top dose mostly 115 µM), without a hit: at the top dose activity, negative = inhibition, usual class: inhibitors; Pol iota fluorescent replication assay, 10 min; AID 588590, 2011; 390,000 tested, 1% active
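Fluorescent replication assay read twice, at 0 min and 10 min after adding 50 nM (final) substrate. Enzyme (10 nM) and compounds were first incubated 15 min at room temperature; enzyme-free buffer wells were negative controls.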
Active calls of the source: *; i = inactive; ? = inconclusive; . = no result given; [ ] = remark or other dose. Unless noted, the call rests on the fitted dose curve; in most records, active means well fitted curve in the direction sought with a large enough effect; inconclusive means small, poorly fitted or top-dose-only effect, or another doubt; inactive means no such curve, though single readings can be large; an effect the other way counts as inactive or inconclusive. Potency means the concentration at half of the fitted maximal effect. Only part of the results is shown; count on the stated rates, not on these rows.

Every second line gives: Pin1 inhibitor | GLS inhibitor | HP1b chromo inh | BLM inh | PGK inhibitor | JMJD2A Tudor inh | BAZ2B block | G9a inh | Pol iota inh
- CC(C)N(Cc1nc(-c2ccccc2)no1)C(=O)C(Cl)(Cl)Cl
    -4% | 4% | 59%[activator] | -22% | -8% | 31% | 17% | -1%[59 µM] | 120%[activator]
- CCC(=O)N1N=C(c2ccc(C)cc2)CC1c1ccco1 (centres undefined)
    -3% | -3% | 21% | -3% | -6% | -11% | -25% | 45µM* | 2%
- CC(C)c1ccc(/C=C/c2ccc(=O)n(C)n2)cc1
    4% | -14% | 14% | -4% | -9% | 6%[57.1 µM] | 3% | 7% | 155%[activator]
- Cc1nc(C)c(-c2ccc(SCC(=O)Nc3ccccc3F)nn2)s1
    4% | 5% | 48%[activator][57 µM] | -5% | i | -16% | 24% | 7%[59 µM] | 21%
- OC(COc1ccc(Cl)cc1Cl)CN1CCc2ccccc2C1 (centres undefined)
    -11% | 21% | 30% | -5% | -7% | -5% | -8% | . | 24%
- Cc1cc(NC(=O)CSc2nnc(-c3cccc(F)c3)n2N)no1
    ? | -7% | 29% | . | -7% | -17% | -10% | -16%[2.33 µM] | 71µM*
- c1ccc(CCNCCCOc2cccc3ccccc23)cc1
    -13% | 4% | -31% | -6% | 4% | 40µM* | -35% | -5%[12.7 µM] | 16%
- CC(=O)c1c(C)[nH]c(C(=O)COC(=O)c2cccs2)c1C
    12% | 1% | 8% | . | -5% | -11% | . | . | -14%
- COc1cc(Cl)ccc1OCc1cc(C(=O)N(C)Cc2cccc3cnccc23)no1
    24% | -3% | 18% | -2% | -2% | -27% | -35% | ? | -4%
- BrC(/C=C\c1ccccc1)=N/Nc1nc(N2CCOCC2)nc(N2CCOCC2)n1
    2% | 15% | -6% | -1% | -9% | -30% | -19% | 3% | ?

Following part:
Every second line gives: Pin1 inhibitor | GLS inhibitor | HP1b chromo inh | BLM inh | PGK inhibitor | JMJD2A Tudor inh | BAZ2B block | G9a inh | Pol iota inh
- O=C(OCC#Cc1c(COC(=O)c2ccccc2)nnn1Cc1ccccc1)c1ccccc1
    4% | 3% | 65%[activator] | -9% | 0% | 11% | 22% | 47%[59 µM] | -9%
- CC(C)c1onc(C(=O)N2CCCCC2)c1[N+](=O)[O-]
    0% | 6% | 26% | -4% | i | 0% | -18% | 6%[59 µM] | 9%
- CO/N=C1\CCn2c1c(C)c1ccccc12
    -5% | 7% | 17% | -2% | 0% | -11% | -4% | 14% | 33%[activator]
- CCN(CC)CCNC(=O)c1[nH]c2ccccc2c1Sc1ccc(Cl)cc1
    7% | 6% | 10% | 1% | -2% | -18% | -1% | -25%[59 µM] | 14%
- O=C(CSC(=S)N1CCSCC1)c1ccccc1
    0% | 0% | 23% | -3% | -1% | -8%[11.4 µM] | 0% | -25% | 37%[activator]
- COc1cccc(NC(=O)COC(=O)c2nc(Cl)ccc2Cl)c1
    2% | 5% | 18% | -3% | i | -17% | . | ? | 221%[activator]
- COC(=O)c1cc(=O)c2cccc(OC)c2[nH]1
    -4% | 0% | 21% | -6% | -4% | -13% | -2% | 0% | 23%
- CCCS(=O)(=O)c1c(S(=O)(=O)CCC)c2ccccn2c1C(=O)OC
    -5% | 1% | 22% | 0% | i | -4% | -3% | 3%[12.7 µM] | -6%
- C#CCN(C#N)c1nc(NCC)nc(NC(C)C)n1
    10% | 2% | 54%[activator] | -8% | i | -16% | 9% | 0%[12.7 µM] | ?
- CC(CC(C)C(=O)Nc1ccccc1C(C)(C)C)C(=O)O (centres undefined)
    -2% | 0% | 9% | 2% | -2% | -23% | 0% | 3%[59 µM] | -5%

Continued:
| structure | Pin1 inhibitor | GLS inhibitor | HP1b chromo inh | BLM inh | PGK inhibitor | JMJD2A Tudor inh | BAZ2B block | G9a inh | Pol iota inh |
| --- | --- | --- | --- | --- | --- | --- | --- | --- | --- |
| COc1cc2c3c(c1OC)C1(C=CC(=O)C=C1)CC3N(C(=O)c1ccccc1)CC2 (centres undefined) | -10% | -1% | 27% | -3% | -1% | -6% | 11% | 9% | 2%[58.9 µM] |
| Cc1ccnc(N2C(=O)C3C4CC(C(Br)C4Br)C3C2=O)c1 (centres undefined) | -11% | 7% | 26% | -5% | 6% | -9% | 3% | -8% | 5% |
| COc1ccc(C2C(C(=O)O)CC(=O)N2c2ccc(OC)cc2)cc1 (centres undefined) | 5% | 0% | 58%[activator] | -1% | 7% | ? | 5% | -1%[59 µM] | 17% |
| CCN(CC)c1ccc(/C=N/NC(=O)c2ccc3c(c2)OCCO3)cc1 | 2% | 28% | 42%[activator] | -5% | -4% | -24% | -24% | ? | 23% |
| Cc1cccc2c1NC(C)CC2C (centres undefined) | -5% | -1% | 10% | 1% | -10% | ? | ? | 9%[59 µM] | 3% |
| c1cc(CNc2ccc(N3CCOCC3)cc2)ccn1 | 1% | 25% | -15% | -1% | -12% | -34% | ? | 40µM* | 30% |
| CC(OC(=O)c1nsc(Cl)c1Cl)C(=O)NCCc1ccccc1 (centres undefined) | -6% | -1% | 20% | 0% | -6% | -4% | 4% | 4% | 134%[activator] |
| COc1ccc(C(=O)N(Cc2ccco2)Cc2cccs2)c(OC)c1 | 4% | . | 12% | . | . | -31% | . | . | 13% |
| O=C(CNC(=O)c1ccc(Br)o1)Nc1cccc(S(=O)(=O)N2CCCC2)c1 | -1% | -2% | -5% | . | 4% | -17% | -13% | 10%[0.501 µM] | -1% |
| CSc1ccccc1NC(=O)C1CCN(S(C)(=O)=O)CC1 | -5% | -2% | 19% | -1% | -5% | -4% | 7% | 0% | 10% |
| Cc1ccc(CN2CC(C(=O)N3CCN(S(=O)(=O)c4ccc(C)cc4C)CC3)CC2=O)cc1 (centres undefined) | -8% | 9% | 21% | . | i | -1% | 1% | -11%[12.7 µM] | -16% |
| C/C(=N/NC(=O)c1cccs1)c1cccc(N)c1 | 2% | 13% | 28% | 2% | -11% | -16% | -20% | . | 18% |
| CCCn1c(N)c(C(=O)CSc2nc(C3CC3)n(-c3ccccc3)n2)c(=O)[nH]c1=O | 31%[activator] | 0% | 34% | . | 0% | -2% | . | . | 56%[activator] |
| CCOC(=O)C1CCN(C(c2ccc(OCC)cc2)c2c(O)cc(C)n(CCOC)c2=O)CC1 (centres undefined) | ? | 1% | 16%[57 µM] | -1% | 1% | -35% | 3% | ? | 0% |
| NC(=O)c1c(NC(=O)Cc2ccccc2)sc2c1CCN(Cc1ccccc1)C2 | ? | 13% | 46%[activator] | -2% | 3% | 3% | -1% | -7% | -18% |
| CCCC(=O)NC(=S)Nc1ccccc1N1CCOCC1 | -6% | -6% | 30% | 1% | 4% | 0% | 5% | -17%[59 µM] | 7% |
| COc1ccc(/C=C2\SC(=S)N(CCCC(=O)N3CCN(C)CC3)C2=O)cc1OC | -4% | -10% | 21% | . | -6% | -3% | . | . | ? |
| O=C(/C=C/c1ccccc1Cl)NC1CCS(=O)(=O)C1 (centres undefined) | 0% | ? | -18% | -2% | i | 5µM* | 0% | 6% | -11% |
| CCN(CC(=O)Nc1c(F)cccc1F)C(=O)C1CCN(C(=O)c2ccc(Cl)cc2)CC1 | -10% | 0% | 17% | . | -9% | 1% | 7% | -44% | 17% |
| O=C(Cn1nnc2c(sc3nc4c(c(-c5ccccc5)c32)CCC4)c1=O)c1ccccc1 | -2% | -1% | 16% | -11% | 1% | -7% | 7% | 3%[59 µM] | 9% |
| Cc1cc(Cl)ccc1OCC(=O)NNC(=O)C1CSC2(C)CCC(=O)N12 (centres undefined) | 5% | 1% | 44%[activator] | . | -8% | -12% | 13% | 2% | 60%[activator] |
| Cn1c(C(=O)N2CCC(C(=O)NCCc3ccccc3)CC2)cc2sccc21 | 2% | 0% | 18% | 0% | 6% | -3% | -10% | -11%[59 µM] | 15% |
| COc1ccc(Oc2nc(-c3ccccc3)ncc2S(=O)(=O)c2ccccc2)cc1 | -3% | 1% | 24% | -5% | i | 19% | 5% | 10%[59 µM] | 11% |
| COc1cc(-c2nc3ccc4ccccc4c3c3c2CCC3)ccc1O | 2% | ? | -15% | -10% | 0% | ? | -24% | ? | 113%[activator] |
| CCOC(=O)N1CCC(NCCNC(=O)c2cccs2)CC1 | -8% | -4% | ? | 1% | -1% | 1.8µM* | 79µM* | ? | -7% |

5 compounds picked at random from those above, as already listed:
| structure | Pin1 inhibitor | GLS inhibitor | HP1b chromo inh | BLM inh | PGK inhibitor | JMJD2A Tudor inh | BAZ2B block | G9a inh | Pol iota inh |
| --- | --- | --- | --- | --- | --- | --- | --- | --- | --- |
| Cc1ccc(CN2CC(C(=O)N3CCN(S(=O)(=O)c4ccc(C)cc4C)CC3)CC2=O)cc1 (centres undefined) | -8% | 9% | 21% | . | i | -1% | 1% | -11%[12.7 µM] | -16% |
| Cc1cccc2c1NC(C)CC2C (centres undefined) | -5% | -1% | 10% | 1% | -10% | ? | ? | 9%[59 µM] | 3% |
| COc1cc2c3c(c1OC)C1(C=CC(=O)C=C1)CC3N(C(=O)c1ccccc1)CC2 (centres undefined) | -10% | -1% | 27% | -3% | -1% | -6% | 11% | 9% | 2%[58.9 µM] |
| CCOC(=O)C1CCN(C(c2ccc(OCC)cc2)c2c(O)cc(C)n(CCOC)c2=O)CC1 (centres undefined) | ? | 1% | 16%[57 µM] | -1% | 1% | -35% | 3% | ? | 0% |
| O=C(CNC(=O)c1ccc(Br)o1)Nc1cccc(S(=O)(=O)N2CCCC2)c1 | -1% | -2% | -5% | . | 4% | -17% | -13% | 10%[0.501 µM] | -1% |
